BAZ2B inh = qHTS Assay for Inhibitors of BAZ2B | Potency, µM (top dose mostly 114 µM), for the others: at the highest dose activity change, negative = inhibition, usual class: inhibitors | AID 504333, 2011 | AlphaScreen BAZ2B-H3K14Ac peptide displacement | hit rate 4.4% among 360,000; note: % is set by controls: 0 for no effect and ±100 for the full control effect; nearly all actives have a fitted effect of over 60% in size
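BAZ2B 50 nM plus b-H3(5-23)K14Ac 50 nM, PBS pH 7.4/0.01% Tween-20, 30 min RT; compound added (max 110 uM), 30 min RT; streptavidin donor/Ni-chelate acceptor beads 10 ug/mL final, 20 min dark; AlphaScreen read.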
APE1 inh = qHTS Assay for Inhibitors of the Human Apurinic/apyrimidinic Endonuclease 1 (APE1); hit rate 0.35% among 350,000; AID 2517, 2012; recombinant APE1, TAMRA/BHQ-2 abasic DNA cleavage fluorescence; Potency, µM (highest dose often 65.8 µM), for the others: at the highest dose activity change, negative = inhibition, hits mostly inhibitors;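 note: plate controls were vehicle for no effect and reference inhibitor for full effect; nearly all actives have a fitted effect of over 55% in size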
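Activity was derived from the fluorescence gain between first and third kinetic reads (60 s intervals, ex 525/em 598 nm) after 50 nM THF-abasic TAMRA/BHQ-2 duplex was added to 0.75 nM APE1 preincubated 15 min with compound.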
Anesthetic bind = qHTS Assay for Identification of Novel General Anesthetics | hit rate 0.074% among 350,000 | Potency, µM (highest dose often 77.5 µM), inactives show at the highest dose activity change, negative = displacement, usual class: inhibitors | Ferritin light chain (Equus caballus), P02791 | AID 485281, 2010 | apoferritin/1-aminoanthracene competitive binding, fluorescence; note: % is set by controls: 0 for no effect and ±100 for the full control effect; nearly all actives have a fitted effect of over 20% in size
Target sequence (P02791 2-175 limits assumed): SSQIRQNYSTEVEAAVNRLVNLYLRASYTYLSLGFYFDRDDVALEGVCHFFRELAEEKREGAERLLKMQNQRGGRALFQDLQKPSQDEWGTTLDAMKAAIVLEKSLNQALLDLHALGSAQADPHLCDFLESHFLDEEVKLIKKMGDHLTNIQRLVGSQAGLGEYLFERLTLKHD
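Horse-spleen apoferritin (10 uM) was mixed with 50% saturated 1-aminoanthracene in PBS, exposed to compounds for 10 min at room temperature, and read for fluorescence (ex 380 nm, em 535 nm). Competitive displacement was fitted with a four-parameter Hill equation.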
G9a block = qHTS Assay for Inhibitors of Histone Lysine Methyltransferase G9a; Histone-lysine N-methyltransferase EHMT2 (Homo sapiens), Q96KQ7; G9a H3K9 monomethylation, AlphaScreen, 2 h; Potency, µM (doses to about 102 µM), for inactives: at the highest dose activity, negative = inhibition, usual class: inhibitors; hit rate 8.8% among 350,000; note: % is set by controls: 0 for no effect and ±100 for the full control effect; nearly all actives have a fitted effect of over 75% in size
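Quantitative HTS format: methyltransferase activity on a biotin-tagged H3K9 peptide is measured by AlphaScreen, using a rabbit anti-monomethyl-H3K9 antibody with streptavidin donor and anti-IgG acceptor beads. Final levels are 20 nM enzyme, 500 nM peptide, 20 uM SAM; 2 h RT.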
POLH inh = qHTS for Inhibitors of Polymerase Eta. DNA polymerase eta (Homo sapiens), Q9Y253. recombinant Pol eta, fluorescent DNA replication assay. Potency, µM (highest dose often 114 µM), for inactives: top-dose activity change, negative = inhibition, most hits filed as inhibitors. hit rate 1.2% among 390,000. AID 588591, 2011; note: % is set by controls: 0 for no effect and ±100 for the full control effect
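Pol eta at 10 nM preincubated with compounds 15 min at room temperature; reaction started with fluorescent substrate (50 nM final) and read kinetically at 0 and 10 min.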
Pol beta inh = qHTS Assay for Inhibitors of DNA Polymerase Beta; Potency, µM (highest dose often 114 µM), for inactives: at the highest dose activity change, negative = inhibition, most hits filed as inhibitors; P06746; hit rate 1.3% among 340,000; Pol beta primer extension/strand displacement, fluorescence kinetic; note: % is set by controls: 0 for no effect and ±100 for the full control effect
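Values derive from four-parameter Hill fits of normalized kinetic data: reads at 0 and 10 min following addition of 50 nM substrate to 10 nM Pol beta preincubated 15 min with compound.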
BLM inh = qHTS Assay for Inhibitors of Bloom's syndrome helicase (BLM). recombinant BLM DNA unwinding, fluorescence dequenching. Potency, µM (doses to about 56.1 µM), for the others: at the top dose activity change, negative = inhibition, hits mostly inhibitors. hit rate 0.2% among 350,000. AID 2528, 2010;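 note: plate controls were vehicle for no effect and no enzyme for full effect; nearly all actives have a fitted effect of over 35% in size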
POLI inh = qHTS for Inhibitors of Polymerase Iota | DNA polymerase iota (Homo sapiens), Q9UNA4 | Pol iota fluorescent replication assay, 10 min | Potency, µM (doses to about 115 µM), for the others: top-dose activity, negative = inhibition, most hits filed as inhibitors | hit rate 1% among 390,000
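Pol iota at 10 nM preincubated 15 min with compounds at room temperature; reaction started with fluorescent substrate, 50 nM final. Fluorescence read kinetically at 0 and 10 min; buffer-only wells as negative control.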
Pol kappa inh = qHTS for Inhibitors of Polymerase Kappa; purified Pol kappa, fluorescent DNA synthesis assay, 10 min; Potency, µM (highest dose often 107 µM), inactives show at the highest dose activity, negative = inhibition, most hits filed as inhibitors; hit rate 0.53% among 400,000; AID 588579, 2011; note: % is set by controls: 0 for no effect and ±100 for the full control effect
Target sequence (Q9UBT6 whole entry, looked up): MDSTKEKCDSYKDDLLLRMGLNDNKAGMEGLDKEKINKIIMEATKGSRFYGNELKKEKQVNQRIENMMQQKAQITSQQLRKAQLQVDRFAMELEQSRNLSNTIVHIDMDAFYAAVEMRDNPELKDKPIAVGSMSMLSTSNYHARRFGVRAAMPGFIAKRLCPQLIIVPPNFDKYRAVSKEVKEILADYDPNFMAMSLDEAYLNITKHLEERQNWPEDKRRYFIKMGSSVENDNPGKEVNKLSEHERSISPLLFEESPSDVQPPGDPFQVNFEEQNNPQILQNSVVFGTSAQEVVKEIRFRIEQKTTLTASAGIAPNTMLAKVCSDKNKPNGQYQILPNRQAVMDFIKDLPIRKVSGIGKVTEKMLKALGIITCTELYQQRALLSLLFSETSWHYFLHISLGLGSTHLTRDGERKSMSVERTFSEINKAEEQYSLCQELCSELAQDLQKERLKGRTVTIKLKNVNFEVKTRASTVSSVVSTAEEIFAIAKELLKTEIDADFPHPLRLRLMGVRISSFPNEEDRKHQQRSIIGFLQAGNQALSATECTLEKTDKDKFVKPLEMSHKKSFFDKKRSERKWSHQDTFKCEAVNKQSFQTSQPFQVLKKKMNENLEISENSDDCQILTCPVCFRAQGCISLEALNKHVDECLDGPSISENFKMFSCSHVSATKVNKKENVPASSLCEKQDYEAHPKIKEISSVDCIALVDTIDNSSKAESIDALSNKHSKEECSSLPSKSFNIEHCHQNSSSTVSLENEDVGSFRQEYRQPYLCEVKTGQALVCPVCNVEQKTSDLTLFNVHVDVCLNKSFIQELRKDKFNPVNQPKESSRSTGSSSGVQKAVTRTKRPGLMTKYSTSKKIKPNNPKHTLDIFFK
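Kinetic fluorescence screen: compound preincubated 15 min RT with 10 nM enzyme; 50 nM substrate (final) initiates; reads at 0/10 min.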
* hit, by the source's call; ? = inconclusive; · = not tested or not shown; & = joins results of further samples; [ ] = another dose, or the depositor's remark. Calls come from the whole dose curve; as a rule, active = well fitted curve in the direction sought with a large enough effect; inconclusive = small, poorly fitted or top-dose-only effect, or another doubt; inactive = no such curve, though single readings can be large; an effect the other way counts as inactive or inconclusive. Potency is the fitted concentration of half-maximal effect.

#1 O=C(CCC(=O)c1cccs1)NNC(=O)c1ccccc1O
#2 COc1ccccc1CN1CC[C@@]2(CCCN(C(=O)c3ccco3)C2)C1
#3 Cc1onc(-c2ccccc2)c1C(=O)Nc1ccc2c(c1)OCCO2
#4 CCn1c(SCC(=O)Nc2ccccc2OC)nc(O)cc1=O
#5 O=C(/C=C/c1cccc([N+](=O)[O-])c1)c1ccco1
#6 Cc1ccc(S(=O)(=O)NCc2ccccc2)cc1C(=O)N1CC(C)CC(C)C1 (configuration not stated)

assay / compound	1	2	3	4	5	6
BAZ2B inh	-38.1%	·	3.8%	-5.4%	4.8%	6.9%
APE1 inh	0.1%	-2.9%	1.7%	-2.0%	-18.7%	-9.2%
Anesthetic bind	·	·	-9.2%	-16.2%	-10.3%	·
G9a block	17.6%[12.7 µM]	0.3%[12.7 µM]	12.5%[59 µM]	10.5%	·	-5.6%
POLH inh	28.2µM*	·	-12.1%	-8.7%	-1.9%	-18.7%
Pol beta inh	·	·	5.4%	6.7%	30.9%	·
BLM inh	·	-4.7%	-6.9%	-4.0%	-0.9%	·
POLI inh	?	·	5.7%	-15.0%	?	12.3%
Pol kappa inh	?	7.0%[60.1 µM]	-7.5%	5.3%	-13.6%	-2.0%

Only APE1 inh, Pol beta inh and BAZ2B inh (2 entries from above):
cpd | compound | APE1 inh | Pol beta inh | BAZ2B inh
1 | O=C(CCC(=O)c1cccs1)NNC(=O)c1ccccc1O | 0.1% | · | -38.1%
5 | O=C(/C=C/c1cccc([N+](=O)[O-])c1)c1ccco1 | -18.7% | 30.9% | 4.8%

The list continues.
#7 Cc1ccc(C)c(Cn2cc(S(=O)(=O)c3ccc(Cl)cc3)c(=O)c3cc(F)ccc32)c1
#8 N#Cc1c2c(c(-c3ccccc3)[nH]c1=O)CCCC2
#9 CCOC(=O)c1ccc2c(c1)nc(-c1ccc(F)cc1)c1nccn12
#10 O=C(Cc1c(C(=O)O)[nH]c2ccccc12)Nc1cccc(C(F)(F)F)c1
#11 Cn1c(/C(C#N)=C(\O)c2ccc([N+](=O)[O-])cc2)nc2ccccc21
#12 Cc1ccc2nc(Nc3ncc4c(n3)CCCC4=O)nc(C)c2c1

assay / compound	7	8	9	10	11	12
BAZ2B inh	1.7%	-9.4%	4.5%	2.5%	·	·
APE1 inh	·	11.7%	-2.1%	·	0.4%	-2.8%
Anesthetic bind	-13.5%	2.4%	-3.1%	-17.7%	-7.8%	-17.1%
G9a block	7.3%[59 µM]	-6.0%[59 µM]	0.2%[59 µM]	11.0%[59 µM]	-35.2%	-17.5%[59 µM]
POLH inh	-1.0%	-7.5%	-1.3%	-10.6%	-7.1%	·
Pol beta inh	24.0%	17.3%	-1.4%	-13.3%	-9.8%	0.3%
BLM inh	-3.5%	-3.9%	-4.5%	1.6%	0.5%	0.6%
POLI inh	27.1%	3.8%	3.9%	-10.9%	15.3%	·
Pol kappa inh	-2.0%	1.0%	-5.8%	-15.4%	6.3%	·

#13 O=C(O)CCC(=O)Nc1nc2nccc(-c3ccccc3)n2n1
#14 COC(=O)C1=C(C)N(CC2CC2)C(=O)N[C@H]1c1ccc(Br)cc1
#15 O=C(NNc1ncnc2c1cnn2-c1ccc(F)cc1)c1cccs1
#16 O=C(c1ccco1)N1CCN(c2nc3c(F)cc(F)cc3s2)CC1
#17 COc1ccc(NC(=O)CS(=O)CC(=O)Nc2ccc(-n3cnnn3)c(C)c2)cc1 (configuration not stated)
#18 CC(C)(C)n1nc2c(c1NC(=O)c1ccc(Cl)c([N+](=O)[O-])c1)CS(=O)(=O)C2

assay / compound	13	14	15	16	17	18
BAZ2B inh	?	-1.1%	12.3%	-10.7%	4.7%	-3.2%
APE1 inh	?	-4.5%&-4.2%	-2.9%	·	-5.7%	0.1%
Anesthetic bind	-1.6%	-9.5%	-8.9%	-4.8%	-18.7%	3.5%
G9a block	9.0%	-8.6%	-33.3%	10.5%[59 µM]	-2.4%	-10.5%
POLH inh	-19.6%	-15.7%	-18.7%	-14.8%	-9.0%	2.9%
Pol beta inh	1.5%	7.5%	8.1%	-11.6%	10.2%	-5.7%
BLM inh	8.6%	-1.3%&-0.2%	-1.9%	1.0%	0.0%	-2.5%
POLI inh	-2.7%	17.9%	127.0%[activator]	8.0%	31.4%[activator]	26.9%
Pol kappa inh	-4.0%	7.8%	-3.4%	-3.8%[60.1 µM]	-6.1%	-18.3%

#19 C[C@H](CO)N1C[C@H](C)[C@@H](CN(C)S(=O)(=O)c2cccs2)Oc2ccc(NS(=O)(=O)c3ccccc3)cc2CC1=O
#20 N#Cc1c(SCC(=O)Nc2nccs2)sc2c(O)cc(=O)[nH]c12
#21 N#Cc1nc(/C=C/c2ccc(F)cc2)oc1NCc1ccc(F)cc1
#22 CCOC(=O)C(=O)NCC(c1cccs1)S(=O)(=O)c1ccc(C)cc1 (configuration not stated)
#23 Cc1ccc(CN2CC(C(=O)Nc3ncccc3C)CC2=O)cc1 (configuration not stated)
#24 COC(=O)c1sc2ncccc2c1-n1c(C)ccc1C

assay / compound	19	20	21	22	23	24
BAZ2B inh	·	15.8µM*	-14.3%	4.2%	6.2%	?
APE1 inh	-15.1%	11.9%	·	9.0%	2.9%	·
Anesthetic bind	·	-6.9%	364.8%[activator]	·	-4.1%	-6.4%
G9a block	·	31.6µM*	-28.7%[59 µM]	5.6%[0.501 µM]	·	-7.5%[59 µM]
POLH inh	-14.6%	14.1µM*	-10.7%	-21.9%	-11.6%	-12.3%
Pol beta inh	·	8.91µM*	1.3%	·	48.1%	14.6%
BLM inh	·	-29.5%	-2.0%	·	-1.0%	-1.2%
POLI inh	16.6%	12.6µM*	7.2%	-5.8%	113.7%[activator]	40.8%[activator]
Pol kappa inh	-9.4%	44.7µM*	-4.5%	-0.6%	-9.0%	-1.6%

#25 Cc1ccc(S(=O)(=O)NCC(=O)N(CC(=O)NCC2CCCO2)Cc2ccccc2)cc1 (configuration not stated)
#26 CCc1ccc(C(=O)Nc2ccc(OC)c(S(=O)(=O)N3CCOCC3)c2)cc1
#27 O=C1SCC(c2ccc(Cl)cc2Cl)=NN1Cc1nnc(-c2ccccc2)o1
#28 CCOc1ccc(NC(=O)CN(C)C(=O)CN2C(=O)C3CC=CCC3C2=O)cc1OCC (configuration not stated)
#29 O=C(Cn1nc(C(=O)O)c2ccccc2c1=O)Nc1ccccc1C(F)(F)F
#30 O=C(CCN1C(=O)/C(=C/c2cccs2)SC1=S)NC1=NCCS1

assay / compound	25	26	27	28	29	30
BAZ2B inh	2.6%	-5.6%	11.7%	-6.3%	1.0%	?
APE1 inh	-1.9%	-0.4%	12.4%	-4.3%	60.1%[activator]	-3.6%
Anesthetic bind	-8.8%	-4.8%	-1.3%	·	0.2%	-11.0%
G9a block	7.3%[2.33 µM]	26.8%[0.0925 µM]	11.9%[59 µM]	-48.5%	-5.4%	?
POLH inh	-11.4%	-29.5%	-11.4%	-12.5%	-17.3%	?
Pol beta inh	-0.7%	1.7%	14.6%	·	8.1%	13.5%
BLM inh	-0.5%	-2.6%	-4.7%	·	-0.5%	1.4%
POLI inh	8.8%	131.4%[activator]	12.5%	28.1%	57.7%[activator]	8.8%
Pol kappa inh	-0.5%	-6.7%	-0.2%	-2.8%	7.4%	0.8%

#31 CC(C)Oc1ccc(C(=O)N(Cc2ccco2)c2ccccn2)cc1
#32 O=C(/C=C/c1ccc(Cl)cc1Cl)N(Cc1ccc(Cl)cc1)C1CCS(=O)(=O)C1 (configuration not stated)
#33 Cc1[nH]n(-c2ccccc2)c(=O)c1N=Nc1cccc(S(=O)(=O)N2CCOCC2)c1
#34 Cc1cc(O)c(NC(=S)NC(=O)c2ccc(-c3ccc(Cl)cc3)o2)cc1C
#35 CCOc1ccc(C(c2c(NC(=O)c3ccccc3)sc(C)c2C)N2CCN(C)CC2)cc1 (configuration not stated)
#36 Cc1cccc(C)c1NC(=S)N1CCC(N(C)CC2CCCO2)CC1 (configuration not stated)

assay / compound	31	32	33	34	35	36
BAZ2B inh	-22.2%	-23.0%	-2.0%	0.9%	?	12.4%
APE1 inh	·	-4.7%	-4.0%	1.8%	2.5%	1.9%
Anesthetic bind	-16.7%	-5.2%	-12.4%	-4.7%	-18.2%	-8.3%
G9a block	3.5%[59 µM]	-5.4%[59 µM]	-1.3%	11.0%[12.7 µM]	?	-5.2%[12.7 µM]
POLH inh	-14.7%	-11.3%	2.5%	?	-13.0%	-2.8%
Pol beta inh	5.4%	0.2%	7.1%[57.1 µM]	?	1.1%	?
BLM inh	-1.1%	-11.1%	-2.6%	-10.3%	-12.9%	-1.8%
POLI inh	11.1%	27.6%	?	9.2%	4.2%	13.2%
Pol kappa inh	8.4%	-11.8%	-7.8%	-20.7%	-7.9%	-5.8%

#37 CCCN1C(=O)c2ccccc2NC1c1ccc(Cl)cc1 (configuration not stated)
#38 COC(=O)c1cccc(S(=O)(=O)N2CCCCC2)c1
#39 O=C(CCCn1c(=S)[nH]c2cc3c(cc2c1=O)OCO3)N1CCN(c2ccccn2)CC1
#40 COc1ccc(S(=O)(=O)N2CCCCC2)cc1NC(=O)c1cc([N+](=O)[O-])ccc1N1CCOCC1

assay / compound	37	38	39	40
BAZ2B inh	-5.6%	-1.3%	-7.0%	2.1%
APE1 inh	-4.8%	1.6%	-1.4%	4.0%
Anesthetic bind	-7.9%	-23.4%	-12.5%	·
G9a block	1.6%	-0.8%	?	-29.7%
POLH inh	-8.9%	8.1%	-16.2%	-12.3%
Pol beta inh	-25.9%	-0.2%	17.3%	·
BLM inh	-7.3%	0.4%	3.3%	·
POLI inh	19.0%	30.7%[activator]	9.1%	-3.7%
Pol kappa inh	-6.3%	-17.5%	-4.2%	-6.7%

Screen by screen, from the results shown.
Entries 37–40 in APE1 inh read -4.8%, 1.6%, -1.4%, 4.0%
Entries 37–40 in BAZ2B inh read -5.6%, -1.3%, -7.0%, 2.1%

A portion of the library; the hit share may differ from the screen's.
